High-throughput results from PubChem.
Vc quorum ag: inducers of Vibrio cholerae quorum light production without autoinducers, primary screen, BH1578 luxS cqsA deficient, single point. V. cholerae BH1578 lux reporter, luminescence, 6 h. activation, % at 18.7 µM. actives 0.16% (n = 350,000). AID 588436, 2011; in the data active = activation mostly above about 9.7%, no sharp cut-off; also: not every result past the cut was called active; inactives centre near 0; reference of the scale not given here
MazF activator: activators of E. coli MazEF toxin-antitoxin RNase, primary screen, biochemical, fluorescence, uHTS | FAM/BHQ RNA-DNA oligo cleavage fluorescence, 5 h | Endoribonuclease toxin MazF (Escherichia coli (strain K12)), P0AE70 | actives 0.32% (n = 350,000) | activation, % at 20 µM; in the data active = activation above about 50%
PfHsp40 rescue: rescue of yeast from PfHsp40 toxicity, primary screen, S. cerevisiae, ATP luminescence; actives 0.68% (n = 340,000); growth rescue, % at 12.5 µM; S. cerevisiae expressing PfHsp40, growth rescue; in the data active = growth rescue above about 28%, passing the limit was not always enough;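 also: yeast W303a lacking pdr1 and pdr3 grown in galactose medium; growth measured after three days at 30 °C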
Yp Topo-I inh: Yersinia pestis topoisomerase I inhibitors, primary screen, biochemical, cleavage product accumulation, plate reader, single point; DNA topoisomerase I (Yersinia pestis CO92); Y. pestis Topo-I cleavage product accumulation; activity, % at 10 µM; actives 0.064% (n = 360,000); AID 504884, 2011; in the data active = activity above about 50%, passing the limit was not always enough; also: inactives centre near 2
TcdB GH inh: TcdB glycohydrolase inhibitors, primary screen, biochemical, single point, plate reader; AID 652162, 2013; actives 0.24% (n = 350,000); TcdB glycohydrolase enzymatic assay; inhibition, % at 9.99 µM; Toxin B (Clostridioides difficile), P18177; in the data active = inhibition above about 10%
Rv3671c inh: Rv3671c serine protease inhibitors, primary screen, biochemical, fluorescence polarization, M. tuberculosis H37Rv; P9WHR9; inhibition, % at 5.96 µM; actives 0.048% (n = 320,000); AID 2606, 2010; in the data active = inhibition above about 38%;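 also: extracellular domain of Rv3671c used as enzyme; 0% = enzyme with DMSO and 100% = no enzyme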
Anthrax LF prot: Bacillus anthracis LF protease inhibitors, primary screen, biochemical, multiplex microsphere, MLPCN library; multiplex microsphere protease cleavage assay; actives 0.12% (n = 360,000); AID 588501, 2011; inhibition, % at 10 µM; in the data active = inhibition above about 30%; also: plate controls were buffer without enzyme for full effect and enzyme alone for no effect
Target sequence (P15917 whole entry, looked up): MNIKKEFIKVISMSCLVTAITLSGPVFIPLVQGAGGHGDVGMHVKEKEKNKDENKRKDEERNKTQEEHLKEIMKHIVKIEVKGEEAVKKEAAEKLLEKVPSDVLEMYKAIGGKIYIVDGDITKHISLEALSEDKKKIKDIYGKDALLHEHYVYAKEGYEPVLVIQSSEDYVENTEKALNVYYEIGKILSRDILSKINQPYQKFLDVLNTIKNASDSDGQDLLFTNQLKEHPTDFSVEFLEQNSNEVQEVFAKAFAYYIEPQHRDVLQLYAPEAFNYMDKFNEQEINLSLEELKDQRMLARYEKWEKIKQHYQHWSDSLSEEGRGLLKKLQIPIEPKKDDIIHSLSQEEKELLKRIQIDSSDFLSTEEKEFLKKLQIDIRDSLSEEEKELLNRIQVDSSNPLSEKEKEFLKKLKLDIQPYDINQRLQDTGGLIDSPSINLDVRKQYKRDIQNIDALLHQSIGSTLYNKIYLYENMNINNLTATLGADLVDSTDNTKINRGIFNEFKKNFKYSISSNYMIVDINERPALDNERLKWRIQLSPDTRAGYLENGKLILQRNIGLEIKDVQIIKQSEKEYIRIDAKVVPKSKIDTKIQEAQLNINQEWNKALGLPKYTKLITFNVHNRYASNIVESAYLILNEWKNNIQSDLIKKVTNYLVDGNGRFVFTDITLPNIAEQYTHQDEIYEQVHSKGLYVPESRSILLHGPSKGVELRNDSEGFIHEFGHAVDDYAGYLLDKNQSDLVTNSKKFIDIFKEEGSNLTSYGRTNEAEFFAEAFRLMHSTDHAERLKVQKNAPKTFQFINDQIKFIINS
SARS 3CLpro inh: SARS-CoV 3CLpro protease inhibitors, primary screen, biochemical, quenched FRET; Replicase polyprotein 1ab (Severe acute respiratory syndrome coronavirus), P0C6X7; recombinant SARS-CoV 3CLpro, quenched FRET peptide cleavage; inhibition, % at 6 µM; actives 0.14% (n = 290,000); in the data active = inhibition above about 12%
PriA SSB inh: inhibitors of Klebsiella pneumoniae PriA binding to SSB C-terminal tail, primary screen, biochemical, AlphaScreen. actives 0.6% (n = 430,000). inhibition, % at 33 µM. AlphaScreen SSBct-PriA binding, biotinylated peptide. PriA–SSB C-terminal tail interaction (Klebsiella pneumoniae); in the data active = inhibition mostly above about 37%, no sharp cut-off; inactive = mostly below about 20%;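 also: plate controls were negative control peptide for no effect and reference peptide for full effect; strong numbers were not always called active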
DUSP3 inh: VHR1 phosphatase inhibitors, primary screen, biochemical, absorbance, uHTS; recombinant VHR phosphatase, pNPP absorbance; inhibition, % at 13.3 µM; actives 0.52% (n = 290,000); AID 1654, 2009; in the data active = inhibition above about 50%; also: some compounds called inactive have numbers as strong as hits
Target sequence (P51452 whole entry, looked up): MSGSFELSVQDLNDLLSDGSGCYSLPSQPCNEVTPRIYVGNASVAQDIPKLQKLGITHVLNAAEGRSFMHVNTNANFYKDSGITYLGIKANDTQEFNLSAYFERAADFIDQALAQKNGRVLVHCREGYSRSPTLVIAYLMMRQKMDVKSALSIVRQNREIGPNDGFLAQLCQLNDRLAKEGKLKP
Starred values were filed as active, the others as inactive; i = inactive; / = not tested or not shown. Some of the compounds tested. The share of hits here may be higher or lower than overall.

Every second line gives: Vc quorum ag	MazF activator	PfHsp40 rescue	Yp Topo-I inh	TcdB GH inh	Rv3671c inh	Anthrax LF prot	SARS 3CLpro inh	PriA SSB inh	DUSP3 inh
CC(Oc1ccccc1)C(=O)N=C1SC2CS(=O)(=O)CC2N1Cc1ccccc1 (centres undefined)
    i	4.0	2.9	26.1	0.5	-4.5	4.4	0.1	-2.0	7.3
COC(=O)c1sccc1S(=O)(=O)Nc1ccc(N2CCCCC2)cc1
    -0.8	-3.3	-0.5	-10.5	-59.7	-2.8	13.6	6.1	-0.3	12.7
COc1cccc(-c2ccc(NC(=O)C3CCCN(Cc4cnc(N(C)C)s4)C3)cc2)c1 (centres undefined)
    -3.7	11.4	2.4	33.4	0.5	-2.9	-2.8	-3.1	18.8	12.9
O=C(NCC1COCCO1)c1ccc2nc(Cc3cccc(Cl)c3)oc2c1 (centres undefined)
    -0.3	6.5	-1.2	-5.4	1.5	-2.4	0.0	6.0	9.6	6.5
COc1ccccc1/C=C/C(=O)OCC(=O)Nc1ccc2c(c1)OCCO2
    -0.3	-3.8	-0.9	6.0	-1.0	-12.8	2.5	/	-0.8	/
COc1ccc(-n2ncc(C(C)NS(=O)(=O)c3ccc(C)s3)c2C)cc1 (centres undefined)
    i	-0.4	1.2	0.0	1.1	0.5	-0.8	-1.9	0.1	12.5
CC1CC(C)(C)NC(=S)N1CCCC(=O)Nc1ccc(Cl)cc1 (centres undefined)
    i	5.3	-0.9	10.1	0.3	2.5	-4.1	1.7	6.0	-2.4
Clc1ccc(-c2csc(N3CCN(c4ccccc4)CC3)n2)cc1
    i	2.7	0.0	6.6	/	-15.2	-11.4	-1.3	-1.1	10.7
COCCNC(=S)NNC(=O)c1cc(-c2cccnc2)nc2ccccc12
    i	5.3	-0.7	-3.2	0.9	/	-2.1	0.2	0.0	33.8
COc1cccc(CN2CCNC(=O)C2CC(=O)NCc2cc(C(C)C)no2)c1 (centres undefined)
    -0.2	-10.6	-1.0	5.5	0.5	6.3	0.5	4.1	-18.1	20.4
COc1ccccc1CCC(=O)NNC(=O)Cn1nc(C)cc1C
    -0.5	-9.5	/	9.8	-0.9	/	-5.1	/	/	/
Cc1cc(-n2nc(C)cc2C)n2nc(C)c(-c3ccccc3)c2n1
    -0.4	-4.0	-1.3	0.5	/	2.5	-3.0	5.8	-11.2	13.3
CCOC(=O)C1CCN(C(=S)Nc2cc(OC)c(OC)cc2C(=O)OC)CC1
    -0.2	5.0	-1.4	5.0	-0.9	-6.8	0.7	-2.5	-4.9	25.4
CSc1ccc(/C=C/c2ccc3cccc(O)c3n2)cc1
    -0.5	3.3	24.2	-1.0	-0.4	6.5	-12.1	-0.3	-21.1	2.0
COc1ccc(NC(=O)C(c2cc3c(cc2[N+](=O)[O-])OCO3)N(C)Cc2ccccc2)cc1 (centres undefined)
    -0.3	0.0	1.8	15.2	/	-1.6	-4.6	-2.4	46.7*	1.5
CN(c1ccccc1)S(=O)(=O)c1nnc(NC(=O)c2ccco2)s1
    i	6.4	-0.8	0.3	0.9	1.8	-0.1	-2.8	-8.9	5.5
O=C(OCC(=O)N(Cc1ccccc1)Cc1ccccc1)c1ccccc1O
    -2.0	-4.1	2.4	36.2	0.0	7.3	0.0	/	0.1	/
COc1ccc(OCCC(=O)NC2=NCCS2)cc1
    i	-0.2	-0.6	0.5	/	3.1	-0.1	-2.0	6.7	-15.6
Nc1n[nH]c2c1C1(CCCC1)Cc1ccccc1-2
    -0.8	3.7	0.1	2.5	/	-7.2	-5.1	4.0	-19.2	8.1
O=C1C(Cc2ccccc2)Nc2ncnc(N3CCc4ccccc4C3)c2N1Cc1ccccc1 (centres undefined)
    -0.6	-10.5	0.9	17.6	/	-10.0	-4.4	/	-4.5	/
Oc1ccc(/C=N/Nc2ccc(C(F)(F)F)cn2)cc1
    -0.9	1.2	0.8	-14.1	4.5	8.1	-1.1	1.6	/	10.3
CC1CCN(c2c([N+](=O)[O-])c(=O)n(-c3ccccc3)c3ccccc23)CC1
    -0.1	1.4	0.1	5.8	/	5.8	-4.7	-3.4	-9.4	-0.8
Cc1ccc(S(=O)(=O)N2CCC(C(=O)NNC(=O)C3CC3)CC2)cc1Cl
    -0.3	9.5	-0.3	11.2	1.1	0.2	1.7	-1.9	-0.7	27.7
CCCc1noc2c1/C(=N\O)CCC2
    i	8.4	0.1	-4.4	/	1.1	2.8	3.7	/	37.9
CN1CCN(c2nc(N3CCN(CCO)CC3)nc3ccccc23)CC1
    -0.3	7.4	0.0	1.9	/	3.2	-3.6	-1.9	-12.6	32.2
COc1ccc(-n2c(Cn3c(=O)sc4ccccc43)nnc2SCC(=O)N2CCOCC2)cc1
    -0.4	1.1	0.9	24.4	0.2	-0.8	0.6	3.3	4.4	-0.2
COC(=O)c1ccc(N=c2sc(C(=O)OC)cc(=O)n2C)cc1
    -1.0	9.6	-1.0	-1.6	-6.6	/	-2.9	-0.1	2.6	2.9
COc1cccc(N(C(=O)CCl)C(C(=O)NCCc2ccccc2)c2cccs2)c1 (centres undefined)
    2.4	-10.7	0.2	12.9	/	7.4	-5.1	1.3	7.1	12.4
C=CCc1cccc(/C=N/NC(=O)C(=O)Nc2ccc(C)cc2)c1O
    -0.3	3.4	0.4	9.7	0.2	13.9	-6.7	0.6	/	13.8
Cn1nccc1C(=O)Oc1cccc(/C=N/NC(=O)c2ccccc2O)c1
    -0.3	2.7	14.7	4.5	-4.4	7.8	-3.5	-2.2	/	20.1
CCOc1ccc2c(ccc(/C=C/c3cc(C)c4cccnc4c3O)[n+]2C)c1
    -0.8	-1.1	17.0	-41.7	/	/	-150.8	/	95.9	/
O=S(=O)(NCCOc1cccc2cccnc12)c1ccc(F)cc1
    -0.9	0.1	-0.8	10.9	3.7	0.5	-1.1	5.2	-11.2	-2.1
CCn1c(=O)c(C(=O)Nn2c(C)nc3ccccc3c2=O)c(O)c2ccccc21
    -4.2	-3.2	4.9	30.9	/	3.1	0.8	2.1	-16.6	14.4
CSCC[C@H](NC(=O)Cc1c(C)c2cc3c4c(oc3cc2oc1=O)CCCC4)C(=O)O
    i	0.5	1.3	4.5	-0.3	7.4	9.7	4.9	1.7	20.1
CN1CCN(CC#Cc2ccccc2)CC1CCO (centres undefined)
    i	3.3	0.4	2.6	1.7	1.3	3.7	-0.4	-12.2	20.0
O=C(NCCN1C(=O)S/C(=C\c2ccccc2)C1=O)C1CCN(S(=O)(=O)c2cccs2)CC1
    -0.4	14.8	-0.2	-3.3	/	-17.9	1.4	1.2	-4.9	4.4
COC(=O)c1ccc(CN2CCCCC2)cc1
    i	-0.7	0.1	-6.0	1.0	9.5	-4.0	2.3	-7.9	20.1
Cc1ccc2[nH]c(=O)c(CN(CC3CCCO3)S(=O)(=O)c3c(C)ccc4nsnc34)cc2c1 (centres undefined)
    2.7	2.0	0.3	14.3	/	-1.1	-6.0	-2.3	-9.8	33.9
COc1cc(C2CC(=O)c3cnc(N4CCN(Cc5ccccc5)CC4)nc3C2)cc(OC)c1OC (centres undefined)
    i	-4.0	-1.6	0.1	/	2.9	0.4	9.6	-10.1	-10.9
COc1ccc(NC(=O)c2cc(-c3cccc(OC)c3)on2)cc1
    i	-8.5	0.0	4.3	1.1	0.5	3.5	0.4	-6.5	7.7
CC(=O)c1ccc(OCC(O)COc2ccc(C(C)=O)cc2)cc1
    i	-2.1	0.5	3.0	/	1.0	1.3	-7.5	7.1	30.1
COc1ccc(NC(C)=O)cc1CP(=O)(c1ccccc1)c1ccccc1
    -1.1	3.2	0.1	2.3	-0.1	8.4	-13.7	0.6	-3.0	20.6
CCOC(=O)N1CCC(NC(=O)C2=CCN(S(=O)(=O)c3ccccc3)CC2)CC1
    -0.5	0.0	-0.6	2.5	0.6	4.0	0.0	-4.2	0.7	12.8
Cc1ccc(NC(=O)NCC2CCN(Cc3cccc(Cl)c3)CC2)c(Cl)c1
    -0.2	-1.3	-0.7	-12.1	1.4	4.5	-11.4	4.0	-9.4	20.2
COc1ccc(-c2cn3c(C)c(C(=O)Nc4ccncc4)sc3n2)cc1
    -0.3	16.0	0.3	25.2	0.1	-6.7	-6.4	-3.4	-4.8	33.5
CCCc1c(C)nc2c(Br)cccc2c1Cl
    i	-2.3	-0.7	2.6	0.2	-2.6	-0.4	0.2	-57.8	12.6
CC(CCc1ccccc1)NC(=O)C(C)OC(=O)c1ccco1 (centres undefined)
    i	0.1	3.0	4.0	0.1	0.8	-1.3	/	-3.4	/
CN(CC(=O)NNC(=O)CNC(=O)c1cccs1)S(=O)(=O)c1ccc(Cl)cc1
    -2.8	-3.1	1.1	-3.0	-2.0	-2.9	3.8	/	-4.8	/
COc1ccc(C=C2C=C(C(C)(C)C)C(=O)C(C(C)(C)C)=C2)cc1OC
    -0.4	9.9	-0.6	-4.2	0.6	2.6	23.7	4.3	-7.4	15.6
Cc1cc(NC(=O)COC(=O)CSCc2ccc(Cl)c(Cl)c2)no1
    i	3.0	2.1	11.2	3.6	-0.7	0.5	1.0	-7.1	-12.1
CC(c1ccc(Br)cc1)N1CC23C=CC(O2)C(C(=O)O)C3C1=O (centres undefined)
    -0.4	9.0	0.8	-2.4	-0.1	4.5	3.8	2.0	0.0	-20.3
Nc1ccc(-n2nnnc2-c2ccco2)cc1
    -3.2	1.9	0.2	-11.2	/	0.3	2.0	-3.2	-17.0	8.4
C=CCNC(=O)c1ccccc1NS(=O)(=O)c1ccc(SC)cc1
    -0.1	-5.3	0.4	6.2	/	-12.7	-2.4	2.3	-5.4	1.8
CNC(=O)Oc1cccc2c1OC(C)(C)O2
    i	6.3	-1.6	12.9	0.2	/	0.8	/	-11.1	/
Cc1cc(C)c(S(=O)(=O)c2cccc(Br)c2C)c(Cl)n1
    i	5.4	-0.7	-1.2	0.9	/	3.4	3.5	-8.4	-5.3
O=C1C2CCCN2C(=O)N1CCN1CCN(CCO)CC1 (centres undefined)
    -0.7	1.3	0.1	-1.4	0.5	-16.7	4.4	0.2	-7.7	1.7

Record cards, as listed above.
Results for Nc1ccc(-n2nnnc2-c2ccco2)cc1 = Vc quorum ag: -3.2; MazF activator: 1.9; PfHsp40 rescue: 0.2; Yp Topo-I inh: -11.2; TcdB GH inh: /; Rv3671c inh: 0.3; Anthrax LF prot: 2.0; SARS 3CLpro inh: -3.2; PriA SSB inh: -17.0; DUSP3 inh: 8.4
Results for Cc1cc(NC(=O)COC(=O)CSCc2ccc(Cl)c(Cl)c2)no1 = Vc quorum ag: i; MazF activator: 3.0; PfHsp40 rescue: 2.1; Yp Topo-I inh: 11.2; TcdB GH inh: 3.6; Rv3671c inh: -0.7; Anthrax LF prot: 0.5; SARS 3CLpro inh: 1.0; PriA SSB inh: -7.1; DUSP3 inh: -12.1
